# Assay outcomes: PubChem, several laboratories
# PMI act = activators of human phosphomannose isomerase; 190,000 tested, 0.005% active; purified human PMI, coupled resazurin fluorescence, 20 min; stronger effect = higher value; 1 = vehicle control, 0 substrate-free wells; activation factor at 20 µM; AID 1214; P34949;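 active = activation factor of 2 or more at 20 µM, relative to plate controls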
# Target sequence (P34949 whole entry, looked up): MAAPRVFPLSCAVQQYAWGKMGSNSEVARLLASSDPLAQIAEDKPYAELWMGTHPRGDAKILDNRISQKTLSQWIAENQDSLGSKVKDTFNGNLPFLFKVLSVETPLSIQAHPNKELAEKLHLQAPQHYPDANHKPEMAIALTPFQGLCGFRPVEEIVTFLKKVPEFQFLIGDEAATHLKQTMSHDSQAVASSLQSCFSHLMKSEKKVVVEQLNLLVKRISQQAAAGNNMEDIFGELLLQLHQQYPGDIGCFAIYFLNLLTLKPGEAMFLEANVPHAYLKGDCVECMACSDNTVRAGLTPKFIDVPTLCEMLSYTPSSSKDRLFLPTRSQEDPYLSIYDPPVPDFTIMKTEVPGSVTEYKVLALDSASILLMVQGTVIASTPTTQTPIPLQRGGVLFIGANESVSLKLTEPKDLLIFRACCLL
# TNAP inh hiacc = inhibitors of human TNAP at high phosphate acceptor concentration | purified TNAP, CDP-star luminescence, 1 M DEA | inhibition, % at 20 µM | 200,000 tested, 0.03% active | AID 1135;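 active = over 50% inhibition of tissue-nonspecific alkaline phosphatase at 20 µM in the single-dose screen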;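 also: plate controls were DMSO wells for no effect and EDTA-quenched wells as full inhibition for full effect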
# FLuc stim CS = firefly luciferase counter-screen for stimulation assays; P08659; ATPlite luciferase biochemical, luminescence, 10 min; 0 = ATP-free wells, 1 = DMSO control; activation factor at 10 µM; 200,000 tested, under 10 active;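 active = luciferase activation factor, scaled between plate controls, of at least 2 with compound at 10 µM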
# Target sequence (P08659 whole entry, looked up): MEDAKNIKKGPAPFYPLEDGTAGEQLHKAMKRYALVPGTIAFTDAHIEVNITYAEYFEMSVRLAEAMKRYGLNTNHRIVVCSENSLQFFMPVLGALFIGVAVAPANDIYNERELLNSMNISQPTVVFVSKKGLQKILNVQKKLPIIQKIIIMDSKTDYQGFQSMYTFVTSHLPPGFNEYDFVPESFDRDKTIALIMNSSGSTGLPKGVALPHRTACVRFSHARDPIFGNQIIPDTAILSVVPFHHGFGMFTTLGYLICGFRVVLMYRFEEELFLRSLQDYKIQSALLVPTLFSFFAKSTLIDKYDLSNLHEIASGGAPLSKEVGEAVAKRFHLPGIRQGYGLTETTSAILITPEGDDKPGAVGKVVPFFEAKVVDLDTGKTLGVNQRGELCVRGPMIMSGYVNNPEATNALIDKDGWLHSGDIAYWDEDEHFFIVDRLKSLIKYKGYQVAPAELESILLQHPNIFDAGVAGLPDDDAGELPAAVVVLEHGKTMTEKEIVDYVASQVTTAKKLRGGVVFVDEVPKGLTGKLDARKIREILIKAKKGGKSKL
#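 Assay system: Luciferase/luciferin reagent mix; Medium: PBS as buffer for the ATP substrate; Dosing: test compounds dosed from 2 mM stocks in 100% DMSO; Times: 10 min, room temperature; Signal: luminescence from luciferase reaction; Read-out: luciferase activation; Controls: No-ATP low control, compound-free enzyme-plus-ATP high control.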
# Diaph act CS = diaphorase activation or chemical reduction counter-screen; Diaphorase/resazurin coupled assay, resorufin fluorescence, 16 min; stronger effect = higher value; 1 = vehicle wells, 0 = NADH-free wells; activation factor at 20 µM; 190,000 tested, 0.005% active;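 active = diaphorase activity raised at least twofold by the compound at 20 µM; inactive = activation factor below 2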
#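 System – purified diaphorase enzyme from Clostridium kluyveri · Input – enzyme 0.07 U/mL final · Also added – final NADH 0.114 mM, resazurin 0.1 mM · Measured by – fluorescence of resorufin, 544 nm excitation, 590 nm emission · Timing – 16 min enzyme reaction, ambient temperature · Measure – resorufin increase flagging diaphorase activators or reducers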
# PMI act hi M6P = activators of human phosphomannose isomerase at near-saturating mannose 6-phosphate; coupled PMI enzyme assay, resazurin fluorescence, 20 min; stronger effect = higher value; 1 = untreated enzyme, 0 = substrate-free blank; activation factor at 20 µM; 190,000 tested, 0.34% active;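 active = activation factor of 2 or more at 20 µM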
#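 assay system = human phosphomannose isomerase with PGI, G6PDH, diaphorase coupling enzymes | quantity = 15 ng/mL PMI | incubation = enzyme reaction with compound 20 min at room temperature | medium = HEPES pH 7.4 buffer with MgCl2 and Tween-20 | compound dosing = one concentration, 20 µM, in 1% DMSO | measured by = Diaphorase-driven resazurin-to-resorufin fluorescence, excitation 544, emission 590 nm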
# TNAP inh no acc = blocks human TNAP activity with no phosphate acceptor present; P05186; purified TNAP, CDP-star luminescence, 30 min; inhibition, % at 20 µM; 200,000 tested, 0.26% active; AID 1012;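 active = tissue-nonspecific alkaline phosphatase inhibition above about 50% at 20 µM in the single-dose screen, limit read from the data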;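 also: 0% = DMSO negative control and 100% = EDTA positive control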
# TNAP act hiacc = TNAP (human) activation, high acceptor. activation factor at 20 µM. 200,000 tested, under 10 active. purified TNAP, CDP-star luminescence, 1 M DEA, 30 min; stronger effect = higher value; 0 = EDTA background, 1 = DMSO-only activity;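 active = activation factor at least 2 at 20 µM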
#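 Assay system: human TNAP; Input: enzyme diluted 1/800 final; Reagent: CDP-star luminogenic substrate at 100 µM final; Timing: 30 min, room temperature; Signal: luminescence; Evaluation: TNAP activation factor scaled between EDTA and DMSO control wells.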
# Diaphorase inh = counter-screen for diaphorase-based assays: diaphorase inhibitors and chemical oxidizers | AID 1217 | diaphorase resazurin-to-resorufin fluorescence, NADH, 16 min; bacterial (C. kluyveri) enzyme, not human | 190,000 tested, 0.69% active | inhibition, % at 20 µM;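 active = primary screen inhibition at 20 µM above a set limit, cut at about 50% in these data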;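 also: plate controls were DMSO with full reaction for no effect and wells lacking NADH for full effect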
#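 Test system: diaphorase enzyme from Clostridium kluyveri; amount: diaphorase at 0.14 U/mL in enzyme working solution; detection: fluorescence of resorufin formed from resazurin, Ex 544/Em 590 nm; times: reaction incubation of 16 min at room temperature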
# Efa HMGR inh = blocks class II HMG-CoA reductase of Enterococcus faecalis; 190,000 tested, 0.41% active; purified E. faecalis HMGR, NADPH absorbance 340 nm kinetic; inhibition, % at 10 µM;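 active = inhibition above a set limit, the median over all tested compounds plus 3 SD, cut at about 9.5% in these data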;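 also: enzyme runs in reverse so mevalonate oxidation gives rising NADPH absorbance; 0% = complete reaction with DMSO and 100% = background rate lacking mevalonate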
# G6PDH CS = L. mesenteroides G6PDH inhibition counter-screen; Purified L. mesenteroides G6PDH, diaphorase/resazurin coupled fluorescence, 45 min; inhibition, % at 5 µM; 200,000 tested, 0.12% active; AID 1020; in the data active = inhibition above about 50%
# * = called active by the depositor.
SMILES,PMI act,TNAP inh hiacc,FLuc stim CS,Diaph act CS,PMI act hi M6P,TNAP inh no acc,TNAP act hiacc,Diaphorase inh,Efa HMGR inh,G6PDH CS
COc1ccccc1N(CC(=O)Nc1ccc2c(c1)OCCO2)S(C)(=O)=O,0.9,4,1,1,0.9,-3,1,1,-3,9
CCOC(=O)CNS(=O)(=O)c1ccc2c3c(cccc13)C(=O)N2CC,1,-2,1,0.9,0.9,-21,1,9,1,3
O=C(COC(=O)c1ccc(S(=O)(=O)Nc2ccccc2)cc1)NC1CCCC1,0.9,-7,1,0.8,0.8,-7,1.1,18,-2,0
c1ccc(-c2nnc(-c3ccco3)n2-c2ccccc2)cc1,1,1,1.1,0.9,1,-5,1,13,-2,7
O=C1CC(c2cccc(Cl)c2)CC(O)=C1C=NCCCO (configuration not stated),0.9,-5,1.1,0.8,1,-12,1.1,15,0,-2
Cc1ccccc1CN1CCN(C(=O)c2cccc(F)c2)CC1,0.8,0,1,0.8,0.9,-6,1,24,0,0
O=C(O)c1[nH]nc2c1COc1ccccc1-2,1,0,1,0.8,1.1,91*,1,24,-1,-5
COc1ccc(-n2c(Cc3cccn3C)nnc2SCC(=O)Nc2nccs2)cc1,1,-5,1,0.8,0.9,4,1,17,-3,-3
O=C(CSc1nnc(-c2ccccc2F)o1)OCc1ccccc1,1,-4,1,0.9,1.1,-5,1,6,-6,-12
COc1ccc(NC(=O)c2oc3ccccc3c2NC(=O)COc2ccccc2OC)c(OC)c1,1,-4,1,0.9,1.1,-12,1,9,-11,4
CCOc1ccc(CCNC(=O)COC(=O)c2ccccc2O)cc1OCC,1,-4,1.1,0.9,1,-16,1,11,3,-2
Cc1cc(OCc2nn[nH]n2)c2c(C)c(CC(=O)O)c(=O)oc2c1,1,-8,1.1,0.8,1,-19,1.1,23,-4,1
COc1ccc(CCN(C(=O)/C=C/C(=O)O)C2CC(=O)N(c3ccccc3)C2=O)cc1 (configuration not stated),0.9,-5,1,1,0.9,-6,1,5,-2,11
Cc1ccc(C(F)(F)F)cc1NC(N)=S,0.9,-3,1,1,1,-2,1,-3,-2,5
Cn1c(CNC(=O)c2ccc(Cl)c(Cl)c2)nnc1SCC(=O)Nc1sc2c(c1C#N)CCCC2,1,-4,1.1,0.9,1,-22,1,12,-3,4
CC(/C=C/c1ccc(OCc2ccccc2)cc1)=N\O,1.1,-4,0.8,0.9,1,-16,1,10,-3,8
COc1ccccc1/C=C/C(=O)Nc1cccc(S(=O)(=O)NC2=NCCCCC2)c1,1,5,1,0.8,1,1,0.9,16,0,-9
CCCCCC(=O)N1CCN(CCN=CC2=C(O)CC(c3ccc(OC)c(OC)c3)CC2=O)CC1 (configuration not stated),0.9,-2,1.1,0.9,0.9,-9,1,9,-2,1
O=C(NCCC1=CCCCC1)C1CCN(S(=O)(=O)N2CCCC2)CC1,0.9,-4,1.1,0.8,0.9,-10,1,20,-4,7
COCCNC(=O)C(C)Oc1ccc(Cl)cc1Cl (configuration not stated),1,-7,1.1,0.9,1,-14,1.1,14,6,-6
O=C1CC(c2ccc(Cl)cc2)n2nc(NS(=O)(=O)c3ccc(F)cc3)nc2N1 (configuration not stated),0.9,-3,1,1,1,-14,1,0,-7,3
COc1cc2cc(CN(CCN3CCOCC3)C(=O)Nc3ccc(F)cc3)c(=O)[nH]c2cc1OC,1,-6,1.1,0.9,1,-6,1.1,10,0,12
CCCCS(=O)c1snnc1C (configuration not stated),1.6,-3,1.1,0.9,1.7,-6,1,9,-2,7
O=C(CNc1ccc(Br)cc1)c1ccccc1,1.1,-2,1,1,1,-5,1,2,-9,0
CCCCOc1ccc(-c2nnn(C(C)(C)C(=O)OC)n2)cc1,0.5,-4,1.1,0.8,0.8,-7,1,15,-8,-8
# Following part.
SMILES,PMI act,TNAP inh hiacc,FLuc stim CS,Diaph act CS,PMI act hi M6P,TNAP inh no acc,TNAP act hiacc,Diaphorase inh,Efa HMGR inh,G6PDH CS
Cc1cc(NC2CCCCC2)nc(NCc2ccccc2)n1,1.1,0,1,1,1,2,1,-2,-1,0
COC(=O)c1cc(Br)c(=O)n(-c2ccc(F)cc2)c1,1,-4,1.1,0.9,1,-11,1,11,-2,2
O=C1NCC(c2ccccc2)C1C(=O)N/N=C\c1ccc(-c2cccc(Cl)c2Cl)o1 (configuration not stated),0.9,-3,1.1,0.8,0.9,-4,1,16,4,-7
CC(NC(c1ccccc1)c1ccccc1)C(=O)N1CCCc2ccccc21 (configuration not stated),1,-4,1,0.8,0.9,-5,1,19,4,0
O=[N+]([O-])c1cccc(NC(=S)NCCc2ccccc2)c1,0.9,1,0.9,0.9,1,-2,1,8,-6,30
CN(CCOC(=O)CN1C(=O)c2ccccc2C1=O)C1=NS(=O)(=O)c2ccccc21,0.9,-2,1.1,0.9,0.9,-6,1,13,-7,1
Cc1nc(C)c(CCNC(=O)c2ccccc2)s1,1.1,-4,1,1,1.1,-7,1,2,-3,-2
COCCCNC(=O)c1cc2c(=O)n3cccc(C)c3nc2n(C(C)C)c1=N,0.8,1,1.1,1,0.9,-7,1,4,-3,5
COc1cccc(-n2sc3c(c2=S)-c2cc(OC)ccc2NC3(C)C)c1,0.8,1,1,0.7,0.9,-4,1,28,-5,5
C=CCc1cccc(/C=N/NC(=O)C(=O)Nc2ccc(C)cc2)c1O,1,-1,1.1,1,1.1,-56,1,0,-1,4
CCCN1C(=O)/C(=C/c2ccc(C)o2)NC1=S,1.5,7,1,0.9,1.1,2,0.9,12,-4,15
CCOCCCNc1ncc2c(n1)CC(c1ccc(C)cc1)CC2=O (configuration not stated),0.9,-2,1.1,0.8,0.9,-6,1,20,-4,5
Cc1ccc(-c2cc(C(=O)NCCCN3CCOCC3)no2)cc1,0.9,-5,1,0.9,0.9,-11,1,13,-5,1
CCc1ccccc1NC(=O)CCc1nc(-c2cccs2)no1,1,1,1.1,0.9,1,-6,1,12,-3,0
CCCCN(C(=S)Nc1ccc(F)cc1)c1c(N)n(CCC)c(=O)[nH]c1=O,0.9,-1,1.1,0.9,1,-10,1,13,-12,2
O=c1ccn(-c2ccccc2)[nH]1,1,-2,1,1,1,-11,1,2,-3,2
CCC(=O)N1N=C2CC(C)(C)OCC2C1c1ccccc1 (configuration not stated),1,3,1.2,0.9,1,7,1,7,0,-16
Cc1cc(NC(=O)C(C)SCC(=O)O)no1 (configuration not stated),1.1,-4,1.1,0.9,1.1,-10,1,6,0,1
Cc1ccc(-c2noc(=O)n2CC(=O)Nc2ccc(S(=O)(=O)NC3CC3)cc2)cc1,0.9,0,1,0.9,0.9,-1,1,12,2,10
CC1CCCN(c2c([N+](=O)[O-])c(=O)oc3ccccc23)C1 (configuration not stated),0.9,-3,1.1,0.9,0.9,-12,1,9,-1,-10
C=C(C)CNC(=S)N/N=C(\C)c1ccc(OC)cc1,0.8,-2,1,0.9,1,-24,1,13,-8,12
CCN(CCCNC(=O)CNC(=O)Cn1cnc2ccccc2c1=O)c1ccccc1,0.9,-3,1,0.9,0.9,-8,1,11,-3,2

# Among those listed so far, eleven contain four or more nitrogen atoms:
SMILES,PMI act,TNAP inh hiacc,FLuc stim CS,Diaph act CS,PMI act hi M6P,TNAP inh no acc,TNAP act hiacc,Diaphorase inh,Efa HMGR inh,G6PDH CS
COc1ccc(-n2c(Cc3cccn3C)nnc2SCC(=O)Nc2nccs2)cc1,1,-5,1,0.8,0.9,4,1,17,-3,-3
Cc1cc(OCc2nn[nH]n2)c2c(C)c(CC(=O)O)c(=O)oc2c1,1,-8,1.1,0.8,1,-19,1.1,23,-4,1
Cn1c(CNC(=O)c2ccc(Cl)c(Cl)c2)nnc1SCC(=O)Nc1sc2c(c1C#N)CCCC2,1,-4,1.1,0.9,1,-22,1,12,-3,4
O=C1CC(c2ccc(Cl)cc2)n2nc(NS(=O)(=O)c3ccc(F)cc3)nc2N1 (configuration not stated),0.9,-3,1,1,1,-14,1,0,-7,3
COc1cc2cc(CN(CCN3CCOCC3)C(=O)Nc3ccc(F)cc3)c(=O)[nH]c2cc1OC,1,-6,1.1,0.9,1,-6,1.1,10,0,12
CCCCOc1ccc(-c2nnn(C(C)(C)C(=O)OC)n2)cc1,0.5,-4,1.1,0.8,0.8,-7,1,15,-8,-8
Cc1cc(NC2CCCCC2)nc(NCc2ccccc2)n1,1.1,0,1,1,1,2,1,-2,-1,0
COCCCNC(=O)c1cc2c(=O)n3cccc(C)c3nc2n(C(C)C)c1=N,0.8,1,1.1,1,0.9,-7,1,4,-3,5
CCCCN(C(=S)Nc1ccc(F)cc1)c1c(N)n(CCC)c(=O)[nH]c1=O,0.9,-1,1.1,0.9,1,-10,1,13,-12,2
Cc1ccc(-c2noc(=O)n2CC(=O)Nc2ccc(S(=O)(=O)NC3CC3)cc2)cc1,0.9,0,1,0.9,0.9,-1,1,12,2,10
CCN(CCCNC(=O)CNC(=O)Cn1cnc2ccccc2c1=O)c1ccccc1,0.9,-3,1,0.9,0.9,-8,1,11,-3,2
